Bioassay records from PubChem.
TRHR enhancer = allosterically enhances the human TRH receptor; P34981; AID 493056; TRHR cells, fluo-8 calcium fluorescence, EC20 TRH enhancement; actives 0.66% (n = 360,000); enhancement, % at 2 µM; in the data active means enhancement above about 30%; further: 0% is about no effect
Target sequence (P34981 whole entry, looked up): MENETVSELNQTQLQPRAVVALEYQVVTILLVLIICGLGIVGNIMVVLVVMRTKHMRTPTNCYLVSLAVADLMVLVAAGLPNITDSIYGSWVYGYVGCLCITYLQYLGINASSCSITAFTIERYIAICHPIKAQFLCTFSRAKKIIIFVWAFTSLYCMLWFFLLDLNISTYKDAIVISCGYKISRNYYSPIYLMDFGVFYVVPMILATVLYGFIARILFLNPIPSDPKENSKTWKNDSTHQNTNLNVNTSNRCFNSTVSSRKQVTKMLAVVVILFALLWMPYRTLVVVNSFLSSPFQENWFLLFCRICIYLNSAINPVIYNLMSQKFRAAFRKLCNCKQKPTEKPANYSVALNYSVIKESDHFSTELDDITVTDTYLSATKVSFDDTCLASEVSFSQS
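TRHR-expressing cells loaded with fluo-8 calcium dye were read kinetically (ex 480/em 530) during compound addition, then stimulated with an EC20 of TRH (10 nM final). Enhancement of the Gq-mediated intracellular calcium response was scored.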
RXFP1 agonist = activates the human relaxin receptor RXFP1 | Q9HBX9 | HEK293T-RXFP1 cAMP TR-FRET, 30 min; response scale: percent of porcine relaxin response, buffer zero | Potency, µM (top dose mostly 57.5 µM), for inactives: top-dose activation, most hits filed as activators | actives 0.3% (n = 370,000) | AID 2676; active means well fitted activation curve with a large enough effect; further: potency means the concentration at half of the fitted maximal effect; on the % scale 0 is the no-effect control and ±100 the full control effect; nearly all actives have a fitted effect of over 60% in size; many of its hits are not listed in these tables
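HEK293T cells stably expressing RXFP1 were pretreated with the PDE4 inhibitor Ro 20174, exposed to compounds for 30 min at 37C, lysed, and cAMP was read by TR-FRET. Data normalized to buffer (basal) and 29 nM porcine relaxin (100%).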
RXFP1 antagonist = blocks the human relaxin receptor RXFP1; activity change, negative = inhibition, % at 57.5 µM; actives 0.59% (n = 350,000); HEK293-RXFP1, relaxin-stimulated cAMP HTRF, 30 min; active compounds read low; Q9HBX9;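 active means activity change of -60% or lower, but not beyond a set lower limit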; further: on the % scale 0 is the no-effect control and ±100 the full control effect
D2 antag = antagonists of human D2 dopamine receptor; HEK293 TREx D2 cells, calcium flux, dopamine EC80; AID 485344; P14416; inhibition, % at 10 µM; actives 2% (n = 340,000); in the data active means inhibition above about 30%; further: 0% is about no effect
Target sequence (P14416 whole entry, looked up): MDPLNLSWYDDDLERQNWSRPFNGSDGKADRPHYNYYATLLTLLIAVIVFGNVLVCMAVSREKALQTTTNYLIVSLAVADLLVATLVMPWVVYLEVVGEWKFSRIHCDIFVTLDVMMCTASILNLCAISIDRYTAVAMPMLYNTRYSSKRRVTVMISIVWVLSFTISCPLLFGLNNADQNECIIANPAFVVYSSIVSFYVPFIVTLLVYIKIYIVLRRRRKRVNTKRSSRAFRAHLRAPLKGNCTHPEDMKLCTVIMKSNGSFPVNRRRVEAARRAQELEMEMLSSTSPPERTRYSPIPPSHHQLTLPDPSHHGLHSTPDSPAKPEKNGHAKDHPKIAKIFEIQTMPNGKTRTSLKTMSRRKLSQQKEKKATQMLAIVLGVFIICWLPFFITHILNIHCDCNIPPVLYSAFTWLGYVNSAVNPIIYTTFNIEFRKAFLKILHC
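Overnight-induced (tetracycline, 30 C) HEK293 T-REx cells carrying force-coupled D2 receive a no-wash calcium dye, then compound, then EC80 dopamine at 180 s; signals are read kinetically throughout.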
D2 potentiator = positively modulates the human D2 dopamine receptor allosterically; HEK293 T-REx D2, calcium flux, EC20 dopamine potentiation; potentiation, % at 10 µM; actives 0.34% (n = 340,000);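 active means potentiation over 3 SD above the plate norm, cut at about 30% in these data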; further: 0% is about no effect
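Primary screen. Calcium kinetics in induced HEK293 T-REx D2 cells: compound pre-addition 180 s, EC20 dopamine, 180 s more.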
D1 potentiator = enhances dopamine response at the human D1 receptor. HEK293 TREx D1 cells, calcium flux, dopamine EC20 potentiation. actives 0.036% (n = 360,000). potentiation, % at 10 µM. P21728. AID 504651; in the data active means potentiation above about 30%; further: 0% is about no effect
D1 ag = activates the human D1 dopamine receptor. HEK293 T-REx D1 cells, calcium flux, agonist mode. activation, % at 2 µM. actives 1% (n = 360,000). AID 504660; in the data active means activation above about 30%; further: 0% is about no effect
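Tetracycline-induced HEK293 TREx D1 cells, force-coupled to calcium signalling, were dye-loaded with a no-wash calcium kit. Compound was pin-added after a 10 s baseline. Fluorescence was read kinetically at 1 cycle/s for 180 s, with calcium rises flagged as agonism.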
D1 antag = blocks dopamine activation of the human D1 receptor | HEK293 TREx D1 cells, calcium flux, dopamine EC80; active compounds read low | P21728 | actives 3.2% (n = 360,000) | activity change, negative = inhibition, % at 10 µM; in the data active means activity change below about -30%; further: on the % scale 0 is the no-effect control and ±100 the full control effect
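Using tetracycline-induced force-coupled D1 Hek293 cells and a calcium dye, signals were followed for 180 s after compound, then for 180 s after EC80 dopamine, to detect inhibitors.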
D2 ag = D2 dopamine receptor (human) agonism | P14416 | HEK293 T-REx D2 cells, calcium flux agonist mode | activation, % at 2 µM | actives 0.53% (n = 340,000) | AID 485358;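 active means activation over 3 SD above normal in the single-dose calcium agonist read, cut at about 30% in these data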; further: 0% is about no effect
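Agonism is scored from calcium flux in a force-coupled, inducible HEK293 cell line expressing D2, read kinetically for 180 s after compound addition against dopamine controls.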
Active calls of the source: *; . = no result given.

Molecule	D2 antag	D1 antag	TRHR enhancer	RXFP1 agonist	D2 ag	RXFP1 antagonist	D1 ag	D2 potentiator	D1 potentiator
COc1ccc(Br)cc1/C=N/N1CCN(Cc2ccccc2Cl)CC1	-18	-15	-7	0.5%	-1.3	1	1	2	-7
CCN1/C(=C\C=C(C(C)=O)C(C)=O)Sc2ccccc21	4	12	-4	-0.3%	17	-27	80*	-1	-4
N#Cc1c(N)n(CCNC(=O)c2ccccc2)c2nc3ccccc3nc12	-2	-2	4	7.1%	0.4	-9	5	13	1
COc1ccc(C(CCNCc2ccc(OC(C)C)cc2)C(C)C)cc1 (configuration not stated)	4	12	-3	0.0%	0.4	-26	31*	-8	1
CCn1cc(CN2CCC(Oc3ccc(C(=O)N4CCCCC4)cc3)CC2)cn1	-7	3	11	1.3%	0.0	-18	3	-16	-1
COc1ccc(N(CC(=O)N/N=C/c2ccc3c(c2)OCO3)S(=O)(=O)c2ccc(NC(C)=O)cc2)cc1	4	-17	-2	-0.6%	0.0	-16	1	-19	-7
CC(=O)Nc1c(NC(C)(C)C)c2ccccc2oc1=O	10	13	2	0.7%	0.6	6	4	-2	-5
COc1ccc2nc(C)cc(Sc3nc4ccccc4s3)c2c1	18	7	-10	8.5%	-0.5	-8	21	5	-3
Cc1cccc([N+](=O)[O-])c1NC(=O)COC(=O)C1CC2CCCC(C1)C2=O (configuration not stated)	7	42	5	0.2%	-0.3	0	-1	-3	-3
COc1ccc(NC(=S)N(CCC(C)C)C2CCN(C(C)=O)CC2)cc1	-6	-16	13	5.8%	-0.3	5	4	3	-7
O=C(O)c1cn(C2CC2)c2cc(N3CCN(S(=O)(=O)c4ccc5c(c4)OCCO5)CC3)c(F)cc2c1=O	.	-11	0	2.3%	.	-7	3	.	-4
CCOC(=O)N1CCN(S(=O)(=O)c2ccc(C)c(C)c2)CC1	.	-2	-3	0.0%	.	1	0	.	-5
Cc1[nH]c(=O)c(C(=O)/C=C/c2ccccc2F)c2c1CCCC2	3	49	5	-0.3%	-0.4	-3	0	2	-2
CCOc1ccc(CCNC(=O)c2ccc(-c3nc(CSc4ccccc4)c(C)o3)cc2)cc1	.	4	2	-0.7%	0.1	.	1	-5	-2
COc1cccc(CNc2nc3nc(C)cc(=O)n3[nH]2)c1	1	-2	10	1.0%	16	7	3	0	-5
CC(C)(C)OC(=O)CN1C(=O)C(Sc2n[nH]c(-c3ccccc3)n2)CCc2ccccc21 (configuration not stated)	-6	6	-1	-1.2%	-0.6	-3	2	-13	4
Cc1nn(CC(=O)NC2CCCC2)c(C)c1[N+](=O)[O-]	-28	10	4	1.6%	0.5	-23	2	4	-13
Cc1nc(N(C)C)c2sc(=S)n(Cc3ccccc3)c2n1	15	-16	-3	0.2%	2.8	0	4	15	0
CCNC(=S)NNc1nc(N2CCCCC2)nc(N2CCOCC2)n1	-5	7	1	-0.7%	0.5	-2	4	8	-1
CCCN(CC(=O)Nc1ccccc1C)C(=O)c1ccc(-c2ccccc2)cc1	2	6	-1	-0.3%	0.1	4	-1	-3	-12
Cc1ccccc1SCC(=O)Nc1cc(S(=O)(=O)N2CCOCC2)ccc1N1CCOCC1	.	0	-1	-3.1%	.	-22	4	-10	-5
Cc1ccc2occ(C(=O)c3ccco3)c(=O)c2c1	39*	3	3	-1.8%	-1.4	-28	-1	2	5
CSc1cc(C)n(-c2ccccc2)c(=S)c1C(C)=O	-7	-12	0	0.1%	0.1	-4	2	6	3
CCCCCCCCCCOC(=O)Cn1c(COc2ccc(Cl)cc2)[n+](C)c2ccccc21	-22	-42*	-3	0.0%	-0.2	-9	137*	5	-12
COc1ccc(CC(O)COS(N)(=O)=O)cc1 (configuration not stated)	14	-6	-12	1.3%	1.1	.	2	-5	-9
Cc1ccc(CN2C(=O)C(O)(c3c(C)[nH]c4ccccc34)c3ccccc32)cc1 (configuration not stated)	.	8	-1	0.8%	-0.9	.	1	-2	-1
CCOCCCN(C(=O)c1snc(C(N)=O)c1N)C(C(=O)NC1CCCC1)c1ccc(OC)cc1 (configuration not stated)	-16	1	4	2.1%	-0.7	-20	3	-3	.
C#CCOCCOCCOCCNc1nc(N2CCN(C(=O)[C@H]([C@@H](C)CC)n3cc([C@@H](N)Cc4ccc(O)cc4)nn3)CC2)nc(N2CCN(C(=O)[C@H](Cc3ccc(O)cc3)n3cc([C@@H](N)C(C)CC)nn3)CC2)n1 (some centres not stated)	.	10	-3	-3.5%	.	.	1	6	-1
Cc1ccc(C(=O)N2NC(c3ccc(F)cc3)C3C(=O)N(c4ccc(C)cc4)C(=O)C32)cc1 (configuration not stated)	-21	42	1	-0.8%	-0.4	23	0	0	1
CCOc1cc(C(=O)NCc2ccc3c(c2)CCN3C(=O)c2ccc(F)cc2)cc(OCC)c1OCC	.	-19	-2	-2.0%	1.0	-4	3	6	-2

An excerpt of these results, as labelled records:
Cc1ccccc1SCC(=O)Nc1cc(S(=O)(=O)N2CCOCC2)ccc1N1CCOCC1
  D2 antag: . | D1 antag: 0 | TRHR enhancer: -1 | RXFP1 agonist: -3.1% | D2 ag: . | RXFP1 antagonist: -22 | D1 ag: 4 | D2 potentiator: -10 | D1 potentiator: -5

Cc1ccc2occ(C(=O)c3ccco3)c(=O)c2c1
  D2 antag: 39* | D1 antag: 3 | TRHR enhancer: 3 | RXFP1 agonist: -1.8% | D2 ag: -1.4 | RXFP1 antagonist: -28 | D1 ag: -1 | D2 potentiator: 2 | D1 potentiator: 5

CSc1cc(C)n(-c2ccccc2)c(=S)c1C(C)=O
  D2 antag: -7 | D1 antag: -12 | TRHR enhancer: 0 | RXFP1 agonist: 0.1% | D2 ag: 0.1 | RXFP1 antagonist: -4 | D1 ag: 2 | D2 potentiator: 6 | D1 potentiator: 3

CCCCCCCCCCOC(=O)Cn1c(COc2ccc(Cl)cc2)[n+](C)c2ccccc21
  D2 antag: -22 | D1 antag: -42* | TRHR enhancer: -3 | RXFP1 agonist: 0.0% | D2 ag: -0.2 | RXFP1 antagonist: -9 | D1 ag: 137* | D2 potentiator: 5 | D1 potentiator: -12

Three compounds already listed, arranged by the value under RXFP1 antagonist, ascending.
molecule | D2 antag | D1 antag | TRHR enhancer | RXFP1 antagonist | D1 ag | D2 potentiator | D1 potentiator
Cc1nn(CC(=O)NC2CCCC2)c(C)c1[N+](=O)[O-] | -28 | 10 | 4 | -23 | 2 | 4 | -13
CCn1cc(CN2CCC(Oc3ccc(C(=O)N4CCCCC4)cc3)CC2)cn1 | -7 | 3 | 11 | -18 | 3 | -16 | -1
CCNC(=S)NNc1nc(N2CCCCC2)nc(N2CCOCC2)n1 | -5 | 7 | 1 | -2 | 4 | 8 | -1

Other compounds follow.
Molecule	D2 antag	D1 antag	TRHR enhancer	RXFP1 agonist	D2 ag	RXFP1 antagonist	D1 ag	D2 potentiator	D1 potentiator
Cc1cc(C)cc(NC(=O)C2CCCN(C(=O)c3cnn(-c4ccccc4)c3-n3cccc3)C2)c1 (configuration not stated)	.	2	-1	0.0%	1.1	.	2	-7	2
COc1c(Br)cc(Br)cc1C(=O)Nc1ccccc1N1CCCC1	-4	-3	2	-1.3%	0.1	-7	1	5	-4
c1cc(Nc2cccc3nccnc23)c2nccnc2c1	-2	2	-1	-2.8%	-1.6	11	1	13	1
COc1ccc(-n2c(Cc3cc(=O)[nH]c(=O)[nH]3)nnc2SCC(=O)N2CCCC2)cc1	0	-6	2	0.7%	0.1	11	3	-6	2
CCc1cccc(C)c1NC(=O)CO/N=C(\N)CC(=O)NC1CCCCC1	-13	8	1	-0.6%	2.0	-7	4	-3	2
CC1Sc2ccc(C(=O)Nc3ncccc3O)cc2NC1=O (configuration not stated)	-21	-5	5	-0.8%	0.5	-5	1	-11	-4
O=S(=O)(NCc1ccccc1)c1ccc(S(=O)(=O)N(Cc2ccccn2)Cc2ccco2)cc1	-11	-34*	-2	2.0%	-0.7	1	26	1	-11
Cn1cc(-c2cc(C(=O)O)on2)cn1	0	-2	0	3.4%	0.2	10	3	2	1
O=C(CCCCCNc1nc(=S)[nH]c2ccccc12)NCCC1=CCCCC1	23	4	2	6.5%	-0.4	-63*	0	-14	-6
CCCCNc1nc(NC)nc(Cl)c1SC	22	1	-3	1.2%	-2.0	-13	3	-3	-4
Cc1ccc(N(Cc2cc3ccccc3[nH]c2=O)S(=O)(=O)c2ccccc2)cc1	5	7	3	0.1%	0.0	-3	6	5	-4
O=C(Nc1ccc(F)cc1)c1ccccc1NC(=O)C1CC=CCC1C(=O)O (configuration not stated)	3	5	-4	-1.3%	-0.1	-6	2	0	1
O=C(COc1ccc(Cl)cc1)N1CCN(c2ccc([N+](=O)[O-])c(N3CCOCC3)c2)CC1	.	-22	0	1.7%	.	.	3	0	-8
Cc1nn(C)cc1/C=N/NC(=O)Cn1cncn1	-4	12	-3	2.2%	1.3	-8	6	2	0
COc1ccc(C(=O)OCC(=O)NC(=O)NC2CCCC2)c(OC)c1	2	-13	19	-0.2%	-0.5	-11	5	-4	-6
OC(CNCc1ccco1)Cn1c2ccccc2c2ccccc21 (configuration not stated)	8	6	9	0.5%	2.5	-7	21	-7	-3
CCOc1ccccc1-n1cnc2cc(C(=O)NCc3ccco3)ccc21	-1	-19	12	4.0%	0.7	-6	4	-17	-11
CCOC(=O)c1[nH]c2ccc(OCC)cc2c1NC(=O)CN1CCN(c2ccccc2)CC1	.	2	1	7.2%	.	-3	1	.	-2
CC1=C(C(=O)NCc2ccccc2)C(c2cc(Br)cc(Br)c2OC(C)C)NC(=O)N1 (configuration not stated)	-14	0	-7	0.4%	2.5	-15	-1	18	0

With a hit mark in D1 ag, among the entries above:
smiles | D2 antag | D1 antag | TRHR enhancer | RXFP1 antagonist | D1 ag | D2 potentiator | D1 potentiator
CCN1/C(=C\C=C(C(C)=O)C(C)=O)Sc2ccccc21 | 4 | 12 | -4 | -27 | 80* | -1 | -4
COc1ccc(C(CCNCc2ccc(OC(C)C)cc2)C(C)C)cc1 (configuration not stated) | 4 | 12 | -3 | -26 | 31* | -8 | 1
CCCCCCCCCCOC(=O)Cn1c(COc2ccc(Cl)cc2)[n+](C)c2ccccc21 | -22 | -42* | -3 | -9 | 137* | 5 | -12

Only part of the results is shown (hit frequency here may not be typical).
